Polio RdRp inh: inhibitors of poliovirus RNA polymerase binding and polymerization | poliovirus polymerase elongation, fluorescence polarization; hits give low values | % elongation, % (compound at 16.7 µg/mL) | 0.66% of 150,000 active | AID 588519; in the data active means % elongation below about 90%; further: some results filed as inactive read as strong as hits
Target sequence (P03300 1749-2209 limits assumed): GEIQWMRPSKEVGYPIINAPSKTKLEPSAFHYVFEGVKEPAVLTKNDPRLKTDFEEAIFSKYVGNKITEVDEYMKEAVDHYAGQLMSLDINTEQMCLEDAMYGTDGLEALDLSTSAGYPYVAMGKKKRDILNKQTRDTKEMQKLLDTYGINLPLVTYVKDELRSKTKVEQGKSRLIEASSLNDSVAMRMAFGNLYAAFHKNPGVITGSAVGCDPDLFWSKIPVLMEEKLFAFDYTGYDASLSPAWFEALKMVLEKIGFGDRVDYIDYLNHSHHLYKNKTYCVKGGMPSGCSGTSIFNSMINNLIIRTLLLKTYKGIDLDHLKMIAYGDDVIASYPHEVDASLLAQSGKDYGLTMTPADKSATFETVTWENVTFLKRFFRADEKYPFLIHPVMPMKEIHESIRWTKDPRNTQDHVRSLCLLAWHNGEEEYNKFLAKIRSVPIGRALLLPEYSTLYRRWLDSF
Polio RdRp inh FP z-score: also measured in Polio RdRp inh; calls as there; z-score; measured here: FP z-score; hits read low
Active calls of the source: *. Not all compounds are listed; rates above refer to the full screens.

compound | Polio RdRp inh FP z-score | Polio RdRp inh
COc1cccc2cc(-c3csc(C)n3)c(=O)oc12 | 0 | 100.0
CSc1ncc(Cl)c(C(=O)Nc2c(C(=O)c3ccc(C)c(F)c3)oc3ccccc23)n1 | 0.3 | 119.0
CC(=O)N1c2ccccc2C(=O)C1N(Cc1cccs1)C1CCCC1 (configuration not stated) | 0.3 | 102.0
Cc1nnc(SCc2ccc3c(c2)OCO3)s1 | -1.1 | 98.0
CCCN(S(=O)(=O)c1ccc(OCC)cc1)S(=O)(=O)c1cc(OC)ccc1OC | 0.3 | 103.0
CCCCCn1c(=N)n(CCOc2ccccc2)c2ccccc21 | 0.3 | 103.0
Cc1cccc(C)c1NS(C)(=O)=O | 0.3 | 106.0
Cn1c(=O)c2sccc2n2c(CCC(=O)N3CCN(c4ccccc4)CC3)nnc12 | -0.9 | 102.0
CN(C(=O)COc1ccc(Br)cc1)C1CCS(=O)(=O)C1 (configuration not stated) | -0.1 | 103.0
COc1ccc(C(=S)N2CCNCC2)cc1 | 0.1 | 102.0
CCc1ccc(OCc2n[nH]c(=S)n2CC(C)C)cc1 | 0.7 | 106.0
CCNC(=S)N1CCN(C(=O)OCC)CC1 | 0.4 | 102.0
Cc1oc(C(C)(C)C)cc1C(=O)Nc1ccc(C(C)C)cc1 | 2.1 | 112.0
O=C(c1ccccc1)N(c1ccccc1)c1ccccc1 | 0.4 | 107.0
COc1ccc(CCNC(=O)c2cc3c(=O)n4ccccc4nc3n2C)cc1 | 0.7 | 110.0
O=C(CCC1CCCC1)Nc1ccc(-c2nnc3n2CCCCC3)cc1 | 0.2 | 103.0
CCCN1CCN(C(=O)Nc2ccc(C(=O)OCC)cc2)CC1 | -0.3 | 99.0
CC(Sc1nnnn1C)C(=O)NCC1CCCCC1 (configuration not stated) | -0.1 | 103.0
O=C(OCN1C(=O)c2ccccc2C1=O)c1ccc2ccccc2n1 | -0.1 | 101.0
CCc1ccccc1N(C)C(=O)CCn1c(=S)oc2ccccc21 | 0.6 | 103.0
CCc1ccc(C(=O)CSc2nnc(-c3ccncc3)n2C2CC2)s1 | 1.7 | 114.0
O=C(O)CCCn1ccnc1 | 0.3 | 102.0
COc1ccc(C(N)c2ccccc2)cc1 (configuration not stated) | 0 | 103.0
CC(C)NC(=S)NC(=O)c1cccs1 | 0.1 | 101.0
CCCCOc1c(Cl)cc(C(=O)N(Cc2ccc(C)o2)C2CCS(=O)(=O)C2)cc1Cl (configuration not stated) | -0.2 | 113.0
O=C(CSc1ccccc1)N1CCN(S(=O)(=O)c2cccs2)CC1 | 0.1 | 101.0
COc1ccc(C)cc1NC(=O)N1CCN(S(=O)(=O)c2ccc3c(ccn3C)c2)CC1 | -0.4 | 105.0
CCc1ccccc1N1CCN(C(=O)c2ccc(Cl)cc2)CC1 | -1.1 | 99.0
OC(CN1CCCCC1)Cn1ccc2ccccc21 (configuration not stated) | 0.2 | 102.0
CN(C)C(=S)Nc1cc(C(F)(F)F)cc(C(F)(F)F)c1 | -0.4 | 99.0
CC(C)(C)OC(=O)N/N=C\c1cc2c(cc1Br)OCO2 | 0.2 | 103.0
Cc1ccc2[nH]c3c(N(C)C)ncnc3c2c1 | -0.1 | 102.0
CC(C)n1nccc1NC(=O)c1cc2c(s1)CCCCC2 | 0.1 | 103.0
CCNC(=O)Cc1ccc(NC(=O)N2CCCCc3ccccc32)cc1 | 0.5 | 112.0
CCc1ccc(S(=O)(=O)c2nnn3c2nc(NC2CCCCCC2)c2sccc23)cc1 | 0 | 106.0
O=C(C1Cc2ccccc2C1)N1CCOCC1 | 0.4 | 106.0
Cn1c(=O)cc(OCC(=O)N2CCC3(CC2)OCCO3)c2ccccc21 | 1.7 | 103.0
Cc1nc(C)c(-c2ccc(SCC(=O)Nc3ccc(Cl)c(Cl)c3)nn2)s1 | 0.5 | 110.0
COc1cc2c(cc1OC)C(CC(=O)Nc1ccccc1)C(=O)N(C(C)=O)N=C2C (configuration not stated) | 0.2 | 104.0
COCCn1c(SCC(=O)Nc2cccc(C)c2C)nc2c(oc3ccccc32)c1=O | 1.1 | 107.0
CNC(=O)NC(=O)CN1CC(=O)Nc2ccccc21 | -0.7 | 98.0
COC(=O)c1ccccc1NC(=O)NCc1ccc2c(c1)CCN2C(=O)c1ccccc1 | 0.3 | 108.0
Cn1nc(C(=O)NCc2ccccc2Cl)c2c1-c1ccccc1S(=O)(=O)C2 | -1.1 | 101.0
Cc1nc2c(ncn2-c2ccccc2)c(=O)n1NC(=O)CN1CCN(C)CC1 | 0.4 | 104.0
Cc1cc(=O)n2nc(N3CCC(C(=O)NCCCOC(C)C)CC3)sc2n1 | -0.2 | 107.0
N#Cc1cnc(SCC(=O)N(C2=CCCCC2)C2CC2)nc1N | 2.5 | 115.0
O=C(O)C1CCCN(c2ccccn2)C1 (configuration not stated) | 0.3 | 103.0
Cc1ccccc1NC(=O)Cn1nnc(-c2ccc(CN3CCC(C)CC3)cc2)n1 | 0.2 | 102.0
Cc1ccc(NC(=O)N2CCC(O)C2)cc1 (configuration not stated) | 0.9 | 105.0
O=C(CCCc1ccccc1)N1CCN(c2ccccn2)CC1 | 0.6 | 103.0
CCOC(=O)c1ccc(N2C(=O)c3n[nH]c(-c4cccs4)c3C2c2ccc(CC)cc2)cc1 (configuration not stated) | -0.4 | 106.0
COc1cccc(/C=C/c2nc(C#N)c(N3CCC(C(N)=O)CC3)o2)c1 | 1.2 | 113.0
O=C(OCc1ccccc1)Oc1cncc(C(=O)ON2C(=O)CCC2=O)c1 | -0.2 | 100.0
Cc1cccc(-n2ncc(C(=O)Nc3ccc4c(c3)OCO4)c2C2CCN(C(=O)OC(C)(C)C)CC2)c1 | -0.5 | 104.0
Cc1[nH]c2ccc(CNC(=O)Nc3ccc(F)cc3F)cc2c1C | 0.2 | 103.0
O=C(COc1ccccc1Cl)N(Cc1ccco1)Cc1ccco1 | 0.3 | 109.0
CC(C)(C)NC(=O)c1cnn2c(C(F)F)cc(-c3ccccc3)nc12 | 0.8 | 108.0
CCOc1ccc(CN2C(=O)c3ccccc3Sc3ccc(C(=O)NC4CCC(C)CC4)cc32)cc1 (configuration not stated) | -1.4 | 104.0
c1ccc(CNc2ccccn2)cc1 | 0.5 | 104.0
O=S(=O)(NCCOc1ccccc1)c1ccc2ccccc2c1 | 0.5 | 103.0

(list continues)
compound | Polio RdRp inh FP z-score | Polio RdRp inh
CS(=O)(=O)N(CC(=O)NCC1CCCO1)Cc1ccc(Cl)c(Cl)c1 (configuration not stated) | 1.3 | 106.0
COc1ccc(Br)cc1CSC(=N)N | 0.8 | 104.0
O=C(CC1CCOCC1)Nc1ccc(I)cc1 | 0.7 | 108.0
CN(C)c1ccc(C2/C(=C(/O)c3ccc(Cl)cc3)C(=O)C(=O)N2Cc2ccccc2)cc1 (configuration not stated) | -0.2 | 101.0
CCOc1ccccc1CNC(=O)Cc1ccc(NC(=O)N2CCCCc3ccccc32)cc1 | 0.4 | 110.0
NC(=O)NC(=O)c1nc2nonc2[nH]c1=O | 3.4 | 110.0
COc1ccc(OCC(O)CNC(=O)c2sccc2Cl)cc1 (configuration not stated) | 0.6 | 105.0
N#Cc1cnn(-c2ccccc2)c1/N=C/N1CCCC1 | -0.2 | 100.0
Cc1ccc(S(=O)(=O)C(CNC(=O)COc2ccc(Cl)cc2)c2ccco2)cc1 (configuration not stated) | -0.7 | 104.0
O=C(OCc1ccccc1)C1CCN(S(=O)(=O)c2cccs2)CC1 | -0.2 | 101.0
COc1ccccc1CNCC(=O)Nc1cc(C)on1 | 0.4 | 102.0
CC(=O)N1CCc2cc(Br)cc(S(=O)(=O)N3CCC(C(=O)Nc4cccc(C)c4C)CC3)c21 | 0.9 | 110.0
COC(=O)c1ccc(NC(=O)C(=O)NCCc2csc(-c3ccc(F)cc3)n2)cc1 | -1.8 | 100.0
CC(NC(=O)COc1ccccc1)C(=O)N1CCN(S(=O)(=O)c2cccs2)CC1 (configuration not stated) | -0.6 | 97.0
O=C(Cn1cnc(S(=O)(=O)N2CCCC2)c1)NC1CCN(Cc2ccccc2)CC1 | -1.4 | 98.0
COC(=O)c1ccc2c(c1)nc1n2CCCC1 | 0.6 | 103.0
Cc1ccc(Nc2ssc(=O)c2Cl)cc1C | 6.2 | 154.0
CC(C)CNC(=O)Nc1ccccc1F | 0.1 | 102.0
CN1CCN(CCNC(=O)c2cnn(-c3cccc(Cl)c3)c2C2CCN(C(=O)OC(C)(C)C)CC2)CC1 | -1.3 | 98.0
CCOc1ccccc1NC(=O)c1c(NC(=O)C(C)Oc2cccc(Cl)c2)sc2c1CCCCC2 (configuration not stated) | -0.9 | 98.0
Cc1ccc(NC(=O)c2ccccc2S(C)(=O)=O)cc1 | 0.5 | 106.0
CC(=O)NCc1ccc(C(=O)CSc2nnc(-c3cccc(F)c3)n2N)o1 | -0.1 | 102.0
COCc1nnc(NC(C)=O)s1 | -0.5 | 101.0
CC(C)C1=NN2C(=N)CC(=O)N=C2S1 | -0.1 | 100.0
COc1ccc(CCC(=O)N2CCc3c([nH]c4ccccc34)C2c2ccc(F)cc2)cc1 (configuration not stated) | 1.9 | 115.0
CC1CCN(c2ccc(-c3nc(C(C)C)no3)cc2[N+](=O)[O-])CC1 | -0.7 | 104.0
CCN(CC)C(=O)c1sc2nc3c(cc2c1N)CN(C)CC3 | 0.1 | 100.0
CCC(C(=O)NC1CCCC1)N(C(=O)Cn1nnc(-c2ccc(C)cc2)n1)c1ccc2c(c1)OCCO2 (configuration not stated) | -0.5 | 101.0
CCOCCCNC(=O)CN1C(=O)COc2ccc(S(=O)(=O)N3CCCCCC3)cc21 | 0.3 | 106.0
Cc1cc(-c2nnc(-c3ccc(C(F)(F)F)cn3)o2)no1 | -0.2 | 101.0
COC(=O)c1c(-c2cccs2)csc1NC(=O)c1cccc(Cl)c1 | -2.1* | 82.0*
CCCCOc1ccc(S(N)(=O)=O)cc1 | -0.2 | 98.0
COc1ccccc1CC(=O)Nc1cccc(C)n1 | -0.2 | 100.0
O=C1NCCCN1Cc1ccc(Cl)cc1 | 1.2 | 103.0
CCOC(=O)c1c(C)[nH]c(C)c1C(=O)CSc1nnc(C(F)(F)F)n1N | -0.2 | 101.0
COc1ccccc1NC(=S)N1CCN(C2CCCCC2)CC1 | -0.4 | 99.0
C(=N\n1c(-c2ccco2)csc1=NC1CCCCC1)/c1ccccn1 | -1.5 | 88.0
CCc1nnc(NC(=O)C2CC2)s1 | 0.6 | 104.0
CCOc1ccc(C=Nc2ccc3c(c2)ncn3C)cc1 | 0 | 102.0
Cc1cc(C)c2c(CC(=O)N3CCCC3)coc2c1 | -0.7 | 99.0
Cc1ccc(NC(=O)c2ccc(=O)n(CC(=O)Nc3c(C)cc(C)cc3C)n2)cc1 | 0.3 | 108.0
CC(=O)c1cccc(NC(=O)CSc2nc3ccccc3nc2Cc2ccc(F)cc2)c1 | -0.5 | 104.0
Cc1ccc(-c2c(C#N)c(SCC(=O)c3ccc(F)cc3)nc3c2CCCC3)o1 | 0.1 | 102.0
CCCCN(CC)c1nc(C(=O)OCC)nc2ccccc12 | -0.3 | 100.0
Cn1ncc2c(NNC(=O)C3CCCCC3)ncnc21 | -0.2 | 100.0
COc1ccc(-c2c(-c3ccc(OC)cc3)n(Cc3ccc(F)cc3)c3nc[nH]c(=O)c23)cc1 | 0 | 102.0
Cc1cc(=O)oc2c3c(ccc12)OC(=O)/C3=C\c1ccccc1 | 0 | 103.0
O=C(CCSc1nnnn1-c1ccccc1)c1ccc(F)cc1 | 0 | 103.0
COC(=O)c1ccc(NC(=O)NC(C)c2c(-n3cccc3)sc(C)c2C)cc1 (configuration not stated) | 0.8 | 113.0
COc1ccc(-c2nc(SCC(=O)NC(C)CCc3ccccc3)n[nH]2)cc1 (configuration not stated) | -0.2 | 107.0
CCc1ccc2oc(-c3cccc(NC(=O)COc4ccccc4Cl)c3)nc2c1 | 0.7 | 107.0
Nc1ccc(C(=O)O)cc1 | -0.3 | 99.0
COc1ccc(CCNC(=O)c2cc(S(=O)(=O)N3CCCC(C)C3)cn2C)cc1OC (configuration not stated) | 0.8 | 109.0
Cc1nnc2ccc(-c3ccc(NC(=O)c4ccc5c(c4)OCO5)cc3)nn12 | 1.1 | 105.0
COc1ccccc1N1CCN(S(=O)(=O)c2cccc3nsnc23)CC1 | 1.5 | 105.0
COc1ccc(-c2c3c(nc4sc(C(=O)Nc5ccccc5F)c(N)c24)CC(C)(C)CC3=O)cc1 | 0.3 | 106.0
S=c1[nH]cc2ccccn12 | 2.2 | 113.0
O=C1CC(c2ccccc2)CC(O)=C1C=NCc1ccncc1 (configuration not stated) | 0 | 101.0
COc1ccc(CN2C(=O)C3C4C=CC(C4)C3C2=O)cc1 (configuration not stated) | -0.4 | 101.0
O=C(O)CSc1nnc(COc2ccc(Cl)cc2)n1-c1ccc(Br)cc1 | -0.2 | 101.0

Remaining list, next part.
compound | Polio RdRp inh FP z-score | Polio RdRp inh
O=C(NCC(=O)N1CCc2ccccc21)c1cccc(Cl)c1 | 0.3 | 103.0
COC(=O)c1ccc(CSc2nc3scc(-c4cccs4)c3c(=O)[nH]2)o1 | 1.1 | 109.0
Clc1cccc(-c2ccc(CNCCSc3nnnn3-c3ccccc3)o2)c1 | 1.3 | 113.0
CC1CCN(C(=O)c2ccc3c(c2)N(Cc2ccccc2)C(=O)c2ccccc2S3(=O)=O)CC1 | -0.1 | 105.0
COc1ccc(O)c(/C=N/N=C/c2cc(OC)ccc2O)c1 | 0 | 101.0
CCOc1ccccc1NC(=O)C(c1ccccc1)N1Cc2ccccc2C1=O (configuration not stated) | 0.5 | 110.0
C=CCOc1ccc2c(C)c(CCCC)c(=O)oc2c1 | -0.1 | 100.0
Cc1cc(=S)n2c([nH]c3ccccc32)c1C#N | -1.1 | 98.0

Part of the list above, with each value named.
O=C(CSc1ccccc1)N1CCN(S(=O)(=O)c2cccs2)CC1
  Polio RdRp inh FP z-score = 0.1 | Polio RdRp inh = 101.0
O=C(CC1CCOCC1)Nc1ccc(I)cc1
  Polio RdRp inh FP z-score = 0.7 | Polio RdRp inh = 108.0
C=CCOc1ccc2c(C)c(CCCC)c(=O)oc2c1
  Polio RdRp inh FP z-score = -0.1 | Polio RdRp inh = 100.0

Quoted from the listing.
Polio RdRp inh result of COC(=O)c1ccc(CSc2nc3scc(-c4cccs4)c3c(=O)[nH]2)o1 : 109.0
Polio RdRp inh FP z-score result of CCOc1ccccc1NC(=O)C(c1ccccc1)N1Cc2ccccc2C1=O (configuration not stated) : 0.5
Polio RdRp inh result of C=CCOc1ccc2c(C)c(CCCC)c(=O)oc2c1 : 100.0

Source: PubChem
